High-throughput results as filed in PubChem BioAssay.
CatS block – blocks human cathepsin S protease activity. inhibition, %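 (tested at 5 µM per compound within 10-compound mixtures)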. P25774. recombinant cathepsin S, AMC dipeptide fluorescence, pooled mixtures. 62,000 tested, 0.06% active; in the data active means inhibition above about 32%, passing the limit was not always enough;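 further: 0% = enzyme without compound and 100% = blank without enzyme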
CatB mix inh – inhibitors of human cathepsin B in compound mixtures. AID 488. Purified cathepsin B, AMC dipeptide fluorescence. 62,000 tested, 0.06% active. inhibition, %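 (ten-compound pools at 5 µM per compound and 50 µM total)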. P07858; in the data active means inhibition above about 22%, passing the limit was not always enough;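 further: 0% = enzyme without compound and 100% = no enzyme blank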
PKA kinase inh – PKA (human) kinase inhibition; 65,000 tested, 0.1% active; P17612; inhibition, % at 6 µM; PKA Kemptide phosphorylation, Kinase-Glo ATP luminescence;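 active means inhibition above the screen-wide mean inhibition plus 3 SD, cut at about 21% in these data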; further: many of its hits are not listed in these tables
Ec RNAP inh – Escherichia coli RNA polymerase inhibition | inhibition, %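 (tested at 10 µM)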 | E. coli RNA polymerase, fluorescence transcription assay | 62,000 tested, 0.2% active | P0A8V2; in the data active means inhibition above about 20%;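 further: 0% = enzyme without compound and 100% = no enzyme blank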
Target sequence (P0A8V2 whole entry, looked up): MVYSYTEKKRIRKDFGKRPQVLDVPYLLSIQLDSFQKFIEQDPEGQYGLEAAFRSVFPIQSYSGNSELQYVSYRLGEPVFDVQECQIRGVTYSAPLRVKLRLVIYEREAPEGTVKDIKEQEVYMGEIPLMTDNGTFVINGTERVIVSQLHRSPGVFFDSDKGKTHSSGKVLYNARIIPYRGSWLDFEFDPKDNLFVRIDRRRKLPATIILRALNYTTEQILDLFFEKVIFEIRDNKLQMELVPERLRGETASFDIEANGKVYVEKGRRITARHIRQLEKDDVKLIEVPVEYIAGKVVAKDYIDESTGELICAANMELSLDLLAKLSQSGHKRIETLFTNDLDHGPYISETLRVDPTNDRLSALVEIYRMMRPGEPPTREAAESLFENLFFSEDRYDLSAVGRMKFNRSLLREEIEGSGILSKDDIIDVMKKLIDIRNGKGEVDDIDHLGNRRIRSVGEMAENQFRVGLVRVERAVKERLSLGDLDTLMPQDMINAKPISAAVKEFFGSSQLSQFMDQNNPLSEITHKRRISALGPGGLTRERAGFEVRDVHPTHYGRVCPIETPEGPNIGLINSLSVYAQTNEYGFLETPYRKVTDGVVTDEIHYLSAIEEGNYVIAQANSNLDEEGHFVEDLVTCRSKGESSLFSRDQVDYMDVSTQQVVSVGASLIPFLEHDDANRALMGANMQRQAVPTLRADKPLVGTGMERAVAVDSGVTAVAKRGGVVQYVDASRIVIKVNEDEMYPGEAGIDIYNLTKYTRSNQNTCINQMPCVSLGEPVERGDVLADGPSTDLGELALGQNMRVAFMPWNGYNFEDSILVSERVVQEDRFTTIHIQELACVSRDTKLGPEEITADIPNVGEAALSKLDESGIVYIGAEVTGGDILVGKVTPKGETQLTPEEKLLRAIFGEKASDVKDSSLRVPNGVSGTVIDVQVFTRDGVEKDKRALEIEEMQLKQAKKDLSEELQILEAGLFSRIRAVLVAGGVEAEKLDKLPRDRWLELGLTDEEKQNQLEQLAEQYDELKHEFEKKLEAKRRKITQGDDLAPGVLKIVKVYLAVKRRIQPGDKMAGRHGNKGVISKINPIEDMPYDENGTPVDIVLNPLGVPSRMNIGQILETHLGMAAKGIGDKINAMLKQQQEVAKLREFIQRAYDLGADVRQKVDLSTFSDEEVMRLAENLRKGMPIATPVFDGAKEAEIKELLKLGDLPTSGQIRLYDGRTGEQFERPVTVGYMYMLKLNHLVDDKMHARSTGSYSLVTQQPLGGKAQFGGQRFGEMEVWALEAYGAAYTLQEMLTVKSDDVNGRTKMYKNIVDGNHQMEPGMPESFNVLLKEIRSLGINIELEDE
CatB block – human cathepsin B inhibition; inhibition, %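 (tested at 10 µM)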; P07858; 63,000 tested, 0.1% active; purified cathepsin B, fluorogenic substrate, fluorescence; in the data active means inhibition above about 21%;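 further: 0% = enzyme with no compound and 100% = no enzyme blank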
AP complement – alternative pathway complement inhibition, orthogonal assay | Human serum alternative complement pathway, LPS-coated ELISA, C3 deposition; tested in compound mixtures | AID 1235 | inhibition, % at 5 µM | 62,000 tested, 0.08% active;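 active means inhibition above 30% in each of the two pooled mixtures holding the compound, so the lower value exceeds 30%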;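 further: 0% = serum in Mg-EGTA without compound and 100% = EDTA serum blank; some compounds past the cut are filed as inactive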
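Test system – human serum alternative complement pathway, C3 deposition on LPS-coated wells · Buffer or medium – diluted human serum in Mg2+-EGTA GVB++ · Compound dosing – 5 µM each compound, pools of ten, 50 µM per pool · Schedule – 1 h serum-compound exposure at 37 °C · Measured by – Anti-C3 ELISA, OD 450 nm · Read-out basis – percent inhibition of C3 deposition onto LPS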
ROCK2 inh – ROCK2 (human) kinase inhibition. O75116. purified ROCK2, Kinase-Glo ATP depletion luminescence. inhibition, % at 6 µM. 60,000 tested, 0.35% active;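 active means inhibition above the screen-wide mean inhibition plus 3 SD, cut at about 18% in these data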;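 further: plate controls were DMSO wells for no effect and Y-27632 control wells after no-enzyme background subtraction for full effect; many of its hits are not listed in these tables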
RORa activator – RORA (human) activation. P35398. CHO-K1 Gal4-RORA LBD luciferase reporter, luminescence; percent increase over mock-subtracted basal signal. activation, % at 10 µM. 65,000 tested, 1.5% active. AID 560;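 active means activation above the mean of all tested compounds plus 3 SD, cut at about 49% in these data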;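 further: 0% = DMSO-treated RORA cells and 100% = added signal equal to DMSO minus mock-transfected cells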
JNK3 inh – JNK3 (human) kinase inhibition | P53779 | purified JNK3 kinase activity, HTS | inhibition, % at 8 µM | 60,000 tested, 0.61% active | AID 746; in the data active means inhibition above about 17%;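 further: 0% = DMSO and 100% = reference inhibitor; many of its hits are not listed in these tables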
Numbers without * were called inactive; / = no result given.

Screens in order: CatS block | CatB mix inh | PKA kinase inh | Ec RNAP inh | CatB block | AP complement | ROCK2 inh | RORa activator | JNK3 inh
- COc1ccc(CCn2c(O)c(C=NCCCO)c(=O)[nH]c2=O)cc1OC
  1 | 6 | 5 | 3 | 1 | -2 | 0 | 6 | 4
- CN1C2CCC1CC(OC(=O)c1ccc(Cl)cc1)C2 (configuration not stated)
  6 | 10 | 5 | 1 | 3 | 14 | 9 | -9 | 5
- COc1ccc(Cn2c(O)c(C=NCCN3CCOCC3)c(=O)[nH]c2=O)cc1
  / | / | 7 | 9 | 1 | / | 8 | 4 | 0
- CCC(=NCC1CCCO1)c1c(O)n(-c2ccccc2)c(=O)[nH]c1=O (configuration not stated)
  -28 | -16 | -4 | -6 | -3 | 16 | -8 | -4 | -12
- CC(=NCc1cccnc1)c1c(O)n(C2CCCCC2)c(=O)[nH]c1=O
  2 | -6 | 7 | 3 | -3 | -7 | 5 | 13 | -4
- O=C(Cn1nc(Cc2cccnc2)c2ccccc2c1=O)N1CCC2(CC1)OCCO2
  -2 | 8 | 10 | 4 | 3 | 17 | 3 | 0 | 5
- CCC(=O)N1CCN(CCN=Cc2c(O)n(C)c(=O)n(C)c2=O)CC1
  -1 | 7 | 4 | 9 | 1 | 7 | 5 | 0 | 5
- CC(C)CC12CN3CCN(CC(C3)C1O)C2 (configuration not stated)
  -7 | 2 | 4 | 6 | -1 | 23 | 3 | -17 | 8
- NC(=O)OCCSc1nnc(-c2cccc(C(N)=S)c2)o1
  -13 | 5 | 9 | 5 | 1 | 14 | 0 | -15 | 0
- CCCC[n+]1cc(/N=C(\[O-])OC)on1
  -2 | 6 | -7 | 0 | 1 | 12 | -6 | -14 | 1

More records.
Screens in order: CatS block | CatB mix inh | PKA kinase inh | Ec RNAP inh | CatB block | AP complement | ROCK2 inh | RORa activator | JNK3 inh
- CCC(=NCCCO)c1c(O)n(-c2ccc(OC)cc2)c(=O)[nH]c1=O
  1 | 2 | -1 | 4 | 1 | 9 | 7 | -5 | 2
- O=c1c2ccccc2nc(-c2ccco2)n1-c1nccs1
  -8 | 1 | 12 | 7 | 3 | 2 | 6 | -7 | 4
- CCCC1=C(C(=O)OCC)C2(C(=O)Nc3ccccc32)C(C#N)=C(N)O1 (configuration not stated)
  -7 | 1 | 9 | 9 | 3 | -3 | 6 | -1 | -5
- O=C(c1ccccc1)c1cn(CC(=O)N2CCOCC2)c2ccccc12
  / | / | 4 | / | / | / | 0 | 16 | 8
- O=c1[nH]c2c(c(=O)n1C1CCCCC1)CCC2
  5 | 2 | 7 | 9 | 0 | 2 | 13 | -5 | 6
- COCCCn1c(N)c(C(=O)OC(C)COC)c2nc3ccccc3nc21 (configuration not stated)
  -3 | -1 | 0 | -13 | -7 | 6 | 6 | -7 | -1
- CCC(C)NC(=O)c1c(N)n(Cc2ccc3c(c2)OCO3)c2nc3ccccc3nc12 (configuration not stated)
  -10 | -1 | 2 | -3 | -2 | -7 | 5 | 42 | -6
- FC(F)(F)c1ccc2c(c1)ncn2C1CCN(Cc2nnnn2C2CCCCC2)CC1
  -1 | 1 | -9 | -6 | 3 | 7 | -5 | 11 | -4
- O=C(CNS(=O)(=O)c1cccs1)N1CCC2(CC1)OCCO2
  -3 | 1 | 8 | 5 | -1 | 13 | 2 | 23 | -2
- O=C(C1CCCO1)N1CCC2(CC1)OCCO2 (configuration not stated)
  16 | 3 | 6 | 7 | 3 | -20 | 4 | -16 | -1

(cont.)
Screens in order: CatS block | CatB mix inh | PKA kinase inh | Ec RNAP inh | CatB block | AP complement | ROCK2 inh | RORa activator | JNK3 inh
- O=C(O)CP(=O)(O)c1ccc(Cl)cc1
  6 | 4 | / | 3 | 7 | 4 | / | / | /
- COc1cc(CN2CCN(C(=O)COc3ccccc3)CC2)cc(OC)c1OC
  0 | 0 | 10 | -1 | 1 | 6 | 3 | 1 | 1
- CCCNC(=O)c1c(N)n(CC2CCCO2)c2nc3ccccc3nc12 (configuration not stated)
  -1 | 2 | -6 | -5 | -4 | 11 | -9 | -3 | 0
- CN1[C@@H]2CC[C@H]1CC(OC(=O)C1C=Nc3ccccc31)C2 (some centres not stated)
  -2 | 4 | 4 | 8 | 5 | 16 | 8 | 7 | 7
- OC1(c2ccc(F)cc2)CC2CCC(C1)N2Cc1nnnn1C1CCCC1 (configuration not stated)
  1 | 1 | 5 | / | / | 12 | 4 | 3 | 0
- CC1(C)C2CC=C(CN3CCC(O)CC3)C1C2 (configuration not stated)
  -2 | 0 | 12 | 1 | 3 | 24 | 6 | 6 | 12
- CCN1CCN(Cc2nnnn2C(C)(C)C)CC1
  -4 | 2 | 66* | 6 | 1 | 4 | 21* | 1 | -3
- Clc1ccc2c(N3CCNCC3)ccnc2c1
  19 | 6 | 5 | 14 | 8 | -7 | 2 | 8 | 8
- COCCOC(=O)c1c(N)n(Cc2ccco2)c2nc3ccccc3nc12
  / | / | 5 | -30 | -9 | / | 12 | -4 | -3
- CN(C)CCc1nc2ccccc2c(=O)n1-c1ccccc1
  6 | 1 | 5 | 10 | 2 | -3 | 4 | -3 | 0

Continued:
Screens in order: CatS block | CatB mix inh | PKA kinase inh | Ec RNAP inh | CatB block | AP complement | ROCK2 inh | RORa activator | JNK3 inh
- O=C1CCCC2=C1C(c1cccnc1)Nc1ccccc1N2 (configuration not stated)
  13 | 2 | 6 | 12 | 7 | -3 | 3 | -3 | 1
- [N-]=[N+]=CC(=O)OC[C@H](N)C(=O)O
  -14 | -5 | 1 | 3 | -2 | 20 | 4 | -1 | 2
- CC(=O)OC1(c2ccccc2)CCN(C)C2CCCCC21 (configuration not stated)
  1 | 7 | 0 | -2 | -2 | 19 | 0 | -6 | 1
- CCCc1nc2ccccc2c(=O)n1-c1cccc(OC)c1
  -10 | -6 | -6 | 0 | 0 | 10 | -4 | -4 | 3
- CCCCn1c(O)c(C(C)=Nc2ccc(C(=O)O)cc2)c(=O)[nH]c1=O
  -10 | 1 | 9 | 6 | 1 | 14 | 4 | 7 | 1
- COc1ncccc1C(=O)NCC(CC(=O)O)c1ccccc1 (configuration not stated)
  7 | 3 | -3 | 8 | 0 | 1 | / | -9 | /
- CCOC(=O)C1CCN(/C=C2/C(=O)NC(=O)N(c3ccc(OCC)cc3)C2=O)CC1
  -8 | 2 | 7 | 6 | 4 | 10 | 2 | 1 | -4
- CCN1CCN(Cc2ccccc2C)CC1
  18 | 4 | 0 | / | 3 | 1 | 3 | 11 | -5
- CCCCN1CCC(C#N)(Nc2ccccc2)CC1
  8 | -4 | 0 | 8 | 3 | 8 | -3 | 2 | -3
- COc1ccccc1N=C1SCCCN1C
  3 | 1 | 3 | 3 | 0 | 27 | 1 | 14 | -3

New compounds follow.
Screens in order: CatS block | CatB mix inh | PKA kinase inh | Ec RNAP inh | CatB block | AP complement | ROCK2 inh | RORa activator | JNK3 inh
- O=c1c2ccccc2nc(-c2ccco2)n1-c1ccncc1
  -2 | 2 | 0 | 3 | 1 | -5 | 2 | -5 | 0
- C=CCn1c(O)c(C(CC)=Nc2ccc(N(CC)CC)cc2)c(=O)[nH]c1=O
  9 | -2 | 8 | 7 | 1 | 5 | 4 | 20 | 0
- OCCNc1c2c(nc3ccccc13)CCCC2
  -9 | 1 | 0 | 3 | -3 | 21 | -2 | -6 | -1
- CCC(C)NC(=O)c1c(N)n(CCCOC)c2nc3ccccc3nc12 (configuration not stated)
  11 | 8 | -8 | -3 | 1 | 5 | 1 | 2 | 0
- CC(C)[C@@]1(NC(=O)[C@@H]2C=C3c4cccc5[nH]cc(c45)C[C@H]3N(C)C2)O[C@@]2(O)[C@@H]3CCCN3C(=O)[C@H](Cc3ccccc3)N2C1=O
  10 | -6 | -6 | -1 | -5 | 3 | 13 | 20 | -6
- Cc1ccc(Cn2nnnc2CN2CCC(n3nnc4ccccc43)CC2)cc1
  0 | 2 | -1 | 7 | 3 | 16 | -1 | 1 | 4
- CC12CN3CC(C)(CN(C1)C3c1cccs1)C2O (configuration not stated)
  -8 | -1 | -5 | -2 | 0 | 7 | -9 | -13 | -7
- O=C1C2CCN(CC2)C1Cc1ccc(OCCOc2ccccc2)cc1 (configuration not stated)
  8 | 2 | 6 | 0 | 0 | 14 | 1 | 3 | -6
- Cc1c2ccncc2c(C)c2c1[nH]c1ccccc12
  16 | 7 | 46* | 0 | / | -18 | 46* | -29 | -4
- COc1cc(C)c(CN2CCN(c3ccccc3)CC2)cc1C
  0 | 1 | -6 | 4 | 0 | 5 | -5 | -13 | 0

Next entries
Screens in order: CatS block | CatB mix inh | PKA kinase inh | Ec RNAP inh | CatB block | AP complement | ROCK2 inh | RORa activator | JNK3 inh
- CN1C(=O)N(C)C(=O)C2(Sc3ccccc3C2=O)C1=O
  18 | 2 | 6 | 10 | 6 | -2 | -1 | -19 | -6
- COc1cc2c3c(c1OC)-c1cc(O)ccc1CC3NCC2 (configuration not stated)
  -6 | 0 | 4 | -3 | 2 | 24 | -1 | -21 | 2
- CN1C(=O)c2ccccc2Sc2ccc(C(=O)N3CCC4(CC3)OCCO4)cc21
  1 | 1 | 6 | 3 | 3 | 8 | / | -6 | /
- COc1cc(CN2CC3CC(C2)c2cccc(=O)n2C3)cc(OC)c1OC (configuration not stated)
  -5 | 3 | 3 | 4 | -1 | 18 | 5 | -5 | 0
- N#Cc1ccccc1Cn1cc(C(=O)c2cccs2)c2ccccc21
  3 | 3 | 1 | 6 | 0 | -5 | 6 | -9 | 5
- CC(C)OC(=O)C1C(=O)NC2(C)CC1c1ccccc1O2 (configuration not stated)
  5 | 3 | 4 | 3 | 7 | -1 | / | -12 | /
- C=CCN1C(=O)C2(C(C(=O)OCC)=C(N)Oc3ccccc32)C2=C1CCCC2=O (configuration not stated)
  1 | 2 | 0 | / | 1 | 10 | 2 | -4 | -3
- CN1C2C=C(N(C(=O)c3ccc(Cl)cc3)c3ccccc3)CC1CC2 (configuration not stated)
  -6 | 1 | 4 | / | -1 | 7 | 4 | -13 | 4
- CNP1(NC)=Nc2nn(-c3ccccc3)c(N)c2C(c2ccccc2)=N1
  -3 | 1 | 7 | 2 | 1 | 12 | 3 | -9 | 4
- C1CNC2NCCNC2N1 (configuration not stated)
  25 | 10 | 8 | 8 | 5 | 0 | -2 | -6 | 6

(further entries)
Screens in order: CatS block | CatB mix inh | PKA kinase inh | Ec RNAP inh | CatB block | AP complement | ROCK2 inh | RORa activator | JNK3 inh
- N#CC1=C(N)Oc2c(c(=O)oc3ccccc23)C1c1ccc(OC(=O)N2CCOCC2)cc1 (configuration not stated)
  -3 | 3 | 9 | 7 | 5 | 17 | 12 | -13 | 4
- CCC(=NCCN1CCCCC1)c1c(O)n(C)c(=O)n(C)c1=O
  / | / | -1 | 3 | 0 | / | -15 | 0 | 0
- Cc1cccc(-n2c(O)c(C=NCc3cccnc3)c(=O)[nH]c2=O)c1C
  -4 | -4 | 7 | 8 | 3 | 9 | 4 | -15 | -2
- O=C1C2CCCN2C(c2ccc(Cl)cc2)N1c1ccccn1 (configuration not stated)
  -11 | -1 | -4 | 4 | 3 | 11 | -1 | 0 | 7
- C=CCOC(=O)C1=C(C)OC(N)=C(C#N)[C@@]12C(=O)N(CC(N)=O)c1ccccc12
  / | / | 6 | 10 | -1 | / | 13 | -21 | -4
- O=C(Nc1ccccc1OC(=O)N1CCOCC1)N1CCOCC1
  1 | -9 | -6 | 6 | 3 | 10 | -1 | -8 | -4
- CCC(=NCC1CCCO1)c1c(O)[nH]c(=O)[nH]c1=O (configuration not stated)
  2 | 2 | 8 | -2 | -2 | 1 | 1 | -16 | -3
- CN1CCc2nc3sc(C#N)c(N)c3c(-c3cccs3)c2C1
  / | / | 8 | 4 | 1 | / | 6 | -7 | 6
- O=C(NCc1ccccn1)c1ccccc1Cl
  1 | 4 | 2 | 7 | / | 14 | 7 | -8 | -3
- CCC(=NCCO)c1c(O)n(-c2ccccc2)c(=O)[nH]c1=O
  3 | 2 | 8 | 1 | 9 | -10 | 3 | 15 | -4

An excerpt; rates above refer to the full screens.
